Bioassay records from PubChem.
Cav3 T inh = Cav3.2 calcium influx blockers – cell-based, Fluo-4 calcium fluorescence, FDSS, MLSMR library, primary screen; B-score at 10 µM; Cav3.2-expressing cells; active compounds read low; 100,000 compounds, 4% hits;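 active = single-dose well whose peak fluorescence ratio is a statistical outlier from its plate by either plate-standardised score or position-corrected B-score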
Starred values were filed as active, the others as inactive.

SMILES | Cav3 T inh
COC(=O)C(C)N(C(=O)c1cccc(Cl)c1)c1c(C)cccc1C (stereo unspecified) | -2.4
C/C(=C\C(=O)c1ccc(Br)cc1)NCc1ccccc1 | -0.29
COc1ccc(N(C(=O)c2ccccc2OC)C2C=CS(=O)(=O)C2)c(OC)c1 (stereo unspecified) | 0.11
Cc1cc(C(=O)N2CCc3ccccc32)c2ccccc2n1 | -0.43
CCn1nnnc1SCC(=O)c1cccc(OC)c1 | 0.18
CCCn1c(=O)[nH]c(=O)c2c1nc(-c1ccc3c(c1)OCCO3)n2CCN1CCOCC1 | 1.3
O=C1c2ccccc2C(=O)C1c1ccncc1 | -0.17
CCC1(CC)NC(=S)N(Nc2ccccc2)C1=O | -0.06
Cc1cc(Cl)ccc1NC(=S)NCc1ccccc1 | -0.067
C=CCN(C(=O)Cn1ncc2c1-c1cc(C)ccc1OC2)c1ccccc1 | -3.1
O=C(Nc1ccccc1)c1cccc(-c2nnc(-c3ccccc3)o2)c1 | -0.67
COc1ccc(N2CCN(c3oc(COc4ccc(Cl)cc4)nc3C#N)CC2)cc1 | -6.1*
O=S(=O)(Cc1ccc(Cl)cc1)N1CCN(Cc2ccccc2)CC1 | 0.18
O=C(NCc1ccco1)C1CCCN(S(=O)(=O)c2cnc[nH]2)C1 (stereo unspecified) | 0.29
Cc1ccccc1Nc1nc(N)nc(COC(=O)CCS(=O)(=O)c2ccccc2)n1 | -0.029
CCCCCCC1C(C#N)=C(N)OC2=C1C(=O)CC(C)(C)C2 (stereo unspecified) | -0.24
COc1cccc(OCCCCSc2ncccn2)c1 | -1.9
Oc1ccc(Nc2nc(NCC3CCCO3)c3ccccc3n2)cc1 (stereo unspecified) | -0.65
O=C(CCSc1nnc2ccccn12)Nc1ccc(F)cc1 | 0.21
Cc1ccc(C(=O)Nc2ccc3c(c2)OCO3)cc1 | 0.48

A draw from above in order of formula weight, ascending:
SMILES | Cav3 T inh
COc1cccc(OCCCCSc2ncccn2)c1 | -1.9
CCCCCCC1C(C#N)=C(N)OC2=C1C(=O)CC(C)(C)C2 (stereo unspecified) | -0.24
O=C(CCSc1nnc2ccccn12)Nc1ccc(F)cc1 | 0.21
O=C(Nc1ccccc1)c1cccc(-c2nnc(-c3ccccc3)o2)c1 | -0.67
COC(=O)C(C)N(C(=O)c1cccc(Cl)c1)c1c(C)cccc1C (stereo unspecified) | -2.4
COc1ccc(N(C(=O)c2ccccc2OC)C2C=CS(=O)(=O)C2)c(OC)c1 (stereo unspecified) | 0.11
CCCn1c(=O)[nH]c(=O)c2c1nc(-c1ccc3c(c1)OCCO3)n2CCN1CCOCC1 | 1.3

Further records.
SMILES | Cav3 T inh
Nc1ccccc1SCc1cn2cccnc2n1 | 1.2
O=c1cc(-c2ccccc2F)oc2ccccc12 | -1.3
COc1cccc(C2CC(c3ccccc3)Nc3nc(N)nn32)c1 (stereo unspecified) | -0.16
CCCCCn1c(SCC(=O)OC)nc2c1c(=O)[nH]c(=O)n2C | 1.2
CCCCC(c1nnnn1CCOC)N1CCN(Cc2ccccc2)CC1 (stereo unspecified) | 0.59
O=C(Nc1ccccc1N1CCCCC1)c1cccs1 | -2.5
COCc1nnc(NC(=O)CCc2ccccc2)s1 | 0.42
O=C(c1cc2nc(-c3ccco3)cc(C(F)(F)F)n2n1)N1CCN(Cc2ccccc2)CC1 | -1.2
CCOC(=O)CSc1nc(-c2ccc(OC)cc2)ns1 | -0.0088
CC(C)(C)n1nnnc1C(c1ccc(Cl)cc1)N1CCSCC1 (stereo unspecified) | -2.8*
COc1ccccc1-n1nc(C(=O)Nc2ccc3c(c2)OCO3)c2ccccc2c1=O | -0.65
CCS(=O)(=O)N1Cc2ccccc2CC1C(=O)Nc1nc2ccccc2[nH]1 (stereo unspecified) | -0.66
Cn1c(C(=O)OC(C(=O)NC2CCCC2)c2ccncc2)cc2sccc21 (stereo unspecified) | 0.24
O=C(CSc1ccsc1[N+](=O)[O-])NCCc1ccc(Cl)cc1 | -0.57
CN(C)Cc1nc2ccccc2c(=O)n1Cc1nc(C(C)(C)C)cs1 | -0.69
Cc1cccc(Sc2c([N+](=O)[O-])ncn2C)n1 | -0.7
Cc1ccc(CNC(=O)Nc2cccs2)cc1 | -1.4
CCC(C)(C)n1nnnc1C(c1ccc(O)c(OC)c1)N1CCN(c2nc3ccccc3s2)CC1 (stereo unspecified) | -2.6
Cn1cccc1C(=O)NC(=O)CSc1nc2ccccc2s1 | -0.13
COc1cc(C2OC(c3cc(OC)c(OC)c(OC)c3)C(C)C2C)cc(OC)c1OC (stereo unspecified) | -2.4
Cc1ccc(Sc2nnc(Cc3ccccc3)c3ccccc23)cc1 | -3.9
O=C(NCCCN1CCOCC1)C(C(=O)c1ccccc1)n1ccccc1=O (stereo unspecified) | 1.1
O=C(NCCCn1ccnc1)c1noc2c1CCCC2 | -0.61
CN1CCN(c2ccccc2NC(=O)Cc2cn(C)c3ccccc23)CC1 | -1.1
Cn1cnnc1Sc1cc(N2CCN(S(=O)(=O)c3ccc(Cl)c(Cl)c3)CC2)ccc1[N+](=O)[O-] | 0.051
Cc1cc2c(=O)n(C)c(SCC(=O)c3cc4ccccc4o3)nc2s1 | -0.74
Cc1cccc(NC2=C(Cl)C(=O)OC2NC(=O)c2ccccc2)c1 (stereo unspecified) | -0.86
COc1ccccc1N(CC(=O)NCCc1ccccc1)S(C)(=O)=O | 0.42
O=C(NCCCN1CCOCC1)C1CC(=O)N(CCc2ccccc2)C1 (stereo unspecified) | -0.2
Cc1ccc(NC(=O)C2CCCN(S(=O)(=O)c3cnc[nH]3)C2)cc1F (stereo unspecified) | 0.41
CN=C1c2cc3cc(OC)ccc3n2CCN1C | -0.57
Cc1ccc(-c2[nH]ncc2/C=C(\C#N)C(=O)NC2CCCCC2)cc1 | -1.2
CCCCCCCNC1=CC(=O)CC(c2ccco2)C1 (stereo unspecified) | -0.3
Cc1c(-c2nc(N)nc(Nc3ccc(F)cc3)n2)oc2ccccc12 | -0.66
Cc1ccc(OCc2nc(-c3ccccn3)no2)c(Br)c1 | -2.9
C=CCN1C(=NC(=O)CCC(=O)O)SC2CS(=O)(=O)CC21 (stereo unspecified) | 0.16
O=C(COC(=O)c1n[nH]c(=O)c2ccccc12)c1ccccc1 | -0.37
Cc1ccc(NC(=O)c2sc3ccccc3c2Cl)nc1 | -0.02
CCCS(=O)(=O)N1CCCC(C(=O)NC(C)c2ccc3c(c2)OCCO3)C1 (stereo unspecified) | -0.3
O=C(NCc1ccc2c(c1)OCO2)c1ccc(CS(=O)(=O)c2ccc(Br)cc2)o1 | -3.6
CN(c1ccccc1)S(=O)(=O)c1ccc(C(=O)OCC(=O)N2CCOCC2)cc1 | 0.0066
C#CCNC(=O)C1=C[C@H](c2cn(C(C)=O)c3ccccc23)[C@@H](CCCO)[C@H](OCC)O1 | -0.04
O=C(NC(=S)N(CCCCO)C1CCCCC1)c1sc2ccccc2c1Cl | -1.7
CC(O)c1ccc2c(c1)OCCOCCN(C)CCOCCO2 (stereo unspecified) | 0.12
CCOc1ccccc1Nc1ncccc1C(=O)O | 0.018
CCn1c(=N)n(CCO)c2ccccc21 | -0.11
CCCC(=O)N(c1ccc2oc(=O)sc2c1)S(=O)(=O)c1ccccc1 | -0.099
CSc1cccc(NC(=O)c2cnccn2)c1 | 0.34
C/C(N)=C(/C#N)C(=O)CSc1ccc2c(c1)OCCO2 | -0.67
O=C(NCc1ccc2c(c1)OCO2)C1CCCN(S(=O)(=O)c2cccnc2)C1 (stereo unspecified) | 1.3
Cc1ccc(C(=O)N/C(=C\c2cccs2)C(=O)N2CCCCCC2)cc1 | -0.76
Cc1cccc(C)c1OCCCCCNCCO | 0.54
CC(C)CCNC(=O)CC1Nc2c3ccccc3nc(=S)n2C1=O (stereo unspecified) | 0.024
COc1ccc(C2C(Oc3ccccc3C)C(=O)N2Cc2ccc(F)cc2)cc1OC (stereo unspecified) | -4.7*
Cc1cc(C)c2ccc(NN)nc2c1O | -0.27
CC(O)CN(Cc1ccc(Cl)cc1)CC(C)O (stereo unspecified) | 1.8
Cc1ccc(N2CCN(/N=C/c3cccs3)CC2)cc1 | -0.16
O=C(Nc1nnc(-c2ccccc2SCc2ccccc2F)s1)Nc1ccccc1F | -0.23
COc1c(C(=O)N2CCCC2)ccc2ccccc12 | 0.67
O=C(CCCNS(=O)(=O)c1cccc2nsnc12)NC1CCCCC1 | 0.86

(listing goes on)
SMILES | Cav3 T inh
COCc1cc(C)nc(Nc2ccccc2C)c1C#N | -1.7
CCOC(=O)c1cnn(-c2ccccc2)c1NC(=O)C(F)(F)C(F)(F)C(F)(F)F | -0.2
CCOC(=O)c1c(NC(=O)CN2CCCCC2)sc2c1CCN(C(=O)OCC)C2 | -2.8
CCOc1ccc(C(c2c(C)[nH][nH]c2=O)c2c(C)[nH][nH]c2=O)cc1OC | 0.35
CCOC(=O)Nc1ccc(S(=O)(=O)Nn2cnnc2)cc1 | 0.44
O=C(NC(=O)N1CCN(c2ccc(F)cc2)CC1)c1ccccc1 | 0.19
COc1cc(S(=O)(=O)N(C)C)ccc1Br | 0.073
O=C1CSC(c2nn(-c3ccccc3)cc2-c2cc3ccccc3oc2=O)N1Cc1ccco1 (stereo unspecified) | -1.7
CN(CCCC(=O)NCc1ccco1)S(=O)(=O)c1ccccc1 | -0.23
CCc1ccc(CNC(=O)C2CC(=O)N(CCc3ccc(C)cc3)C2)cc1 (stereo unspecified) | -1.7
CCN(CC)C(=O)CSc1nnc(-c2ccccc2)n1N | 0.49
CCOc1cc(C(=S)N2CCCCC2)ccc1OCC(=O)NCc1ccccc1 | -0.23
Cc1ccc(OCC(=O)O/N=C(\N)Cc2cccs2)cc1C | -0.089
CN(C)/C=C(/C(=O)c1ccc(Cl)cc1Cl)S(=O)(=O)c1ccccc1 | 0.74
O=C(Nc1ccccc1)OC(CN1CCCCC1)C(F)(F)F (stereo unspecified) | -1.5
O=C(NCc1ccccc1)C1CC2CCCC(C1)C2=O (stereo unspecified) | -0.53
O=C(CCc1nc(-c2ccccc2)c(-c2ccccc2)o1)OCc1ccc(Br)cc1 | -3.5
Cc1ccc(C(=O)Nc2nccs2)cc1S(=O)(=O)N1CCCCC1 | -1.9
O=C(Nc1cccc(C(F)(F)F)c1)c1n[nH]c(Cn2cncn2)n1 | 0.23
O=C(NCCCCc1ccccc1)C1CC(c2cccc([N+](=O)[O-])c2)=NO1 (stereo unspecified) | -3
Cc1cc(=O)[nH]c(SCC2COC3(CCCCC3)O2)n1 (stereo unspecified) | 0.56
O=C(Nc1cc(C(F)(F)F)ccc1Cl)c1cc2nc3c(c(C(F)(F)F)n2n1)CCCC3 | -0.13
Cc1cc(C)nc(N(C#N)Cc2ccc(Br)cc2)n1 | -1.9
Cc1cccc(NC(=S)N/C(=N/S(=O)(=O)c2ccccc2)c2ccccc2)c1 | -0.14
Cc1ccc(CNC(=O)c2oc3ccc(S(=O)(=O)N4CCC5(CC4)OCCO5)cc3c2C)cc1 | -2.9
Cc1c(CN2CCCCC2C)c(=O)n(-c2ccccc2)n1C (stereo unspecified) | 1.1
CCOC(=O)N1CCC(N(CCCOC)C(=O)Nc2ccc(CC)cc2)CC1 | 0.42
CC(NC(=O)c1cccs1)C(c1cccs1)N1CCOCC1 (stereo unspecified) | -0.96
O=C(O)CCCCCN1C(=O)CSC1=S | -0.12
CCn1c(C)c(C(C)=O)c(N2CCN(c3ccccc3)CC2)nc1=S | 0.69
O=C(NC1CC2CCCC(C1)N2Cc1ccco1)NC12CC3CC(CC(C3)C1)C2 (stereo unspecified) | -2.4
COc1cc(NC(=O)c2ccc3c(c2)OCO3)ccc1NC(=O)C(C)C | 1.3
COc1ccccc1N1CCN(CC(O)COc2ccc3c(c2)CCC3)CC1 (stereo unspecified) | -6.1*
Cc1ccc(C(=O)Cn2nnc3ccccc32)cc1 | -0.09
COc1ccc(CNC(=O)Cn2nc(C(F)(F)F)c3c2CCC3)cc1 | 0.69
CCSc1ncnc2c(C#N)c3n(c12)CCCCC3 | 0.84
COc1cc(NS(=O)(=O)c2ccc(NC(=O)COc3ccc(C)cc3)cc2)nc(OC)n1 | 0.22
COC(=O)C1=C(C)NC(=O)CC1c1cccc(OC)c1OC (stereo unspecified) | 0.89
CCOc1ccc(OCCCC(=O)NC2=NCCS2)cc1 | -0.073
O=c1c2ccccc2oc2nc3n(c(=O)c12)CCCS3 | -0.32
Nc1c(C(=O)NCc2ccccc2)nnn1Cc1cccc(Cl)c1 | -0.22
CC(C)CC(NC(=O)OC(C)(C)C)C(=O)NC(C(=O)NC(C)C(N)=O)C(C)C (stereo unspecified) | 0.15
CC1CCCCN1C(=O)/C(=C\c1ccccc1)c1ccccc1 (stereo unspecified) | -2.7
Cn1c(SCc2nnc3n2CCCCC3)nc2ccccc21 | 0.22
Cc1ccc(Nc2nc(C(=O)NCc3ccco3)cs2)cc1 | -1.5
CCCCC1CCC(c2nc(-c3cccnc3)no2)CC1 (stereo unspecified) | -0.23
C=C1CSc2nc(=O)c3c4c(sc3n21)CCC4 | 0.34
CCN(CC)Cc1c(O)ccc2c(C)c(CC(=O)OC)c(=O)oc12 | 1.9

Part of the list above, reformatted:
Cc1cccc(NC(=S)N/C(=N/S(=O)(=O)c2ccccc2)c2ccccc2)c1
  Cav3 T inh: -0.14
Cc1ccc(CNC(=O)c2oc3ccc(S(=O)(=O)N4CCC5(CC4)OCCO5)cc3c2C)cc1
  Cav3 T inh: -2.9
Cc1c(CN2CCCCC2C)c(=O)n(-c2ccccc2)n1C (stereo unspecified)
  Cav3 T inh: 1.1
CCOC(=O)N1CCC(N(CCCOC)C(=O)Nc2ccc(CC)cc2)CC1
  Cav3 T inh: 0.42

Only part of the results is shown. The share of hits here may be higher or lower than overall.
